Compound activity (PubChem BioAssay)
ABCB1 block: human ABCB1 inhibition, ABCG2 as counter-screen. actives 0.067% (n = 190,000). P08183. AID 1326. inhibition, % at 6.6 µM. CCRF-Adr cells, JC-1 efflux, flow cytometry; in the data active means inhibition above about 40%;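 further: 0% = vehicle and 100% = reference inhibitor; higher value means more JC-1 retained so stronger ABCB1 efflux block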
Bim-Bcl-W: inhibitors of Bim-Bcl-W interaction, human; Q92843; bead-based flow cytometry, Bim peptide-Bcl-W binding; inhibition, % at 10 µM; actives 0.02% (n = 190,000); AID 952;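 further: 0% = bound tracer without compound and 100% = peptide blocker; higher means less fluorescent Bim peptide bound to Bcl-W beads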
Bim-Bcl-B: human Bim-Bcl-B interaction inhibition. inhibition, % at 10 µM. AID 951. Q9HD36. actives 0.073% (n = 190,000). bead-based flow cytometry, Bim peptide-Bcl-B binding;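 further: 0% = tracer peptide without compound and 100% = reference inhibitor peptide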
Target sequence (Q9HD36 whole entry, looked up): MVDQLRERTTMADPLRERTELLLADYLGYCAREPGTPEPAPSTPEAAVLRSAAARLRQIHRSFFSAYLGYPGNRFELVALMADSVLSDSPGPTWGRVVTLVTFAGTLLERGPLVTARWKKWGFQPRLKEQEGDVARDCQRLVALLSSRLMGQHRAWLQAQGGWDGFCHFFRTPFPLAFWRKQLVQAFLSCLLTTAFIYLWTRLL
ABCG2 inh: blocks JC-1 efflux by human ABCG2 transporter | Q9UNQ0 | AID 1325 | actives 0.1% (n = 190,000) | IgMXP3 cells, flow cytometry | inhibition, % at 6.6 µM;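 active means inhibition above 80%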;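 further: 0% = DMSO and 100% = nicardipine control wells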
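Test system: ABCG2 IgMXP3 and barcoded ABCB1 CCRF-Adr cell mix; Schedule: cells with compound and JC-1, 10 min at 25 °C, rotating, no wash; Technique: flow cytometry of retained JC-1 fluorescence; Measure: % inhibition of efflux relative to nicardipine and DMSO; Controls: nicardipine high and DMSO low controls.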
RGS4-Gao reg: modulates binding of RGS4 to human Galphao. Multiplexed bead flow cytometry; actives lie on both sides. binding response (% of control), % at 10 µM. actives 0.33% (n = 220,000); in the data active means binding response below about 49% or above about 150%; inactive means in between;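 further: fluorescent Galphao activated with aluminum fluoride binding bead-coupled RGS4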
Bim-Bcl-XL: inhibitors of Bim-Bcl-XL interaction, human. Q07817. Bim peptide-Bcl-XL binding, bead flow cytometry, fluorescence. inhibition, % at 10 µM. actives 0.04% (n = 190,000). AID 1007
Target sequence (Q07817 whole entry, looked up): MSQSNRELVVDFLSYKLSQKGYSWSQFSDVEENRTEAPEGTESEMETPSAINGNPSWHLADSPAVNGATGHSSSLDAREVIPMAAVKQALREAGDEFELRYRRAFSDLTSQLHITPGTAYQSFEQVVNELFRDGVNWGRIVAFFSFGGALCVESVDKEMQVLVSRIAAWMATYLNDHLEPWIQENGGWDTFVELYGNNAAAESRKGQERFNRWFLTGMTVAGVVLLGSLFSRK
Bim-Mcl-1: human Bim-Mcl-1 interaction inhibition. inhibition, % at 10 µM. AID 1009. actives 0.1% (n = 190,000). Bead-based flow cytometry, Bim peptide-Mcl-1 binding. Q07820;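 further: 0% = no compound tracer wells and 100% = peptide blocker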
Target sequence (Q07820 whole entry, looked up): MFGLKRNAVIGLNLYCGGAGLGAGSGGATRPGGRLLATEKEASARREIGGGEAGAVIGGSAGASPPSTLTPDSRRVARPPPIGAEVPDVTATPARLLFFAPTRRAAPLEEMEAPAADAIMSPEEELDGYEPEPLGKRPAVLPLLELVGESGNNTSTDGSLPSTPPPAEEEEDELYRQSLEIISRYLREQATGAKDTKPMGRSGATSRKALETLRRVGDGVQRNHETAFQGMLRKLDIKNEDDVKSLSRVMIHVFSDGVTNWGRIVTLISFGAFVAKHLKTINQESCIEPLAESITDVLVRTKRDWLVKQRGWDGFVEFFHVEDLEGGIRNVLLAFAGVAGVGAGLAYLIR
Bfl-1 Bim block: inhibitors of Bim-Bfl-1 interaction, human | Q16548 | Bead-based flow cytometry, Bim-Bfl-1 binding inhibition | inhibition, % at 10 µM | actives 0.12% (n = 190,000) | AID 1008;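 further: 0% = wells without compound plus tracer and 100% = blocker peptide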
RGS8-Gao reg: modulates binding of RGS8 to human Galphao. P09471. multiplexed bead flow cytometry; actives lie on both sides. response (percent of control binding), % at 10 µM. actives 0.34% (n = 220,000); in the data active means response below about 60% or above about 140%; inactive means in between;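 further: Galphao activated as the GDP aluminium fluoride complex binding bead-coupled RGS8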
RGS7-Gao: human RGS7-Galphao interaction regulation. binding response (% of control), % at 10 µM. AID 1439. P09471. actives 0.35% (n = 220,000). Multiplexed bead flow cytometry, RGS7-Galphao binding; actives lie on both sides; in the data active means binding response below about 49% or above about 150%; inconclusive means no clear call, values can overlap the other calls; inactive means in between;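 further: fluorescent Galphao held in activated GDP-AlF4 state binding bead-coupled RGS7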
Bim-Bcl-2: human Bim-Bcl-2 interaction inhibition; AID 950; actives 0.06% (n = 190,000); Bead-based flow cytometry, Bim peptide-Bcl-2 binding; inhibition, % at 10 µM; in the data active means inhibition above about 40%; inconclusive means no clear call, values can overlap the other calls;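 further: 0% = no compound wells with probe peptide and 100% = reference peptide inhibitor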
Target sequence (P10415 whole entry, looked up): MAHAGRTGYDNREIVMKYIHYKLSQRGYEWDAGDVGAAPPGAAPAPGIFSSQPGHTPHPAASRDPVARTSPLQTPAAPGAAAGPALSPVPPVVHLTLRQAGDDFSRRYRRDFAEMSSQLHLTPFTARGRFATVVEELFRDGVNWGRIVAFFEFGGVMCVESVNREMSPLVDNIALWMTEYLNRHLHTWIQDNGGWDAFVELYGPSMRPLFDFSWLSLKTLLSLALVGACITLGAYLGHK
* = called active by the depositor; ? = inconclusive; & = joins results of further samples. Unless noted, no stated cut-off is given here; in the data, active means inhibition above about 40%.

SMILES	ABCB1 block	Bim-Bcl-W	Bim-Bcl-B	ABCG2 inh	RGS4-Gao reg	Bim-Bcl-XL	Bim-Mcl-1	Bfl-1 Bim block	RGS8-Gao reg	RGS7-Gao	Bim-Bcl-2
CCCC(C)NC(=O)CSc1nnc2ccccn12 (stereo unspecified)	0.0	1	0	0	103	0	0	-3	110	101	-2
COc1ccc(S(=O)(=O)N2CCOCC2)cc1NC(=O)CSc1n[nH]c(=O)n1C1CC1	1.5	-5	-6	2	96	-4	-1	-5	100	99	0
Cn1c(=S)[nH]c2scc(-c3cccs3)c2c1=O	-0.8	2	-32	-2	101	-7	0	0	99	?	-5
CN(Cc1cccs1)CC(O)COCc1ccco1 (stereo unspecified)	-0.2	4	-5	-2	106	0	0	-7	101	98	-3
Cc1cc(=O)oc2cc(OCC(=O)NCCCN3CCOCC3)ccc12	-0.1	3	-2	0	106	-1	5	-10	103	104	1
C=C(C)Cn1c(SCC(=O)N/N=C/c2ccccc2)nc2ccccc2c1=O	1.7	-2	-8	8	102	-5	-2	-11	102	102	-3
CCOC(=O)c1cc2occc2n1CC(=O)N1CCOCC1	0.1	-10	-6	0	106	-2	1	-2	95	101	0
COc1ccc(/C(N)=N/OC(=O)Oc2ccccc2)cc1OC	-0.4	0	-2	0	117	-1	1	-4	117	114	-5
CCOC(=O)C(NCc1ccc2c(c1)OCO2)(NC(=O)CC)C(F)(F)F (stereo unspecified)	0.2	3	-7	1	102	-6	0	-11	100	103	-7
CC(C)COC(=O)c1cccc2c1-c1ccccc1/C2=N\O	-0.5	-32	-37	-2	107	-26	-34	-31	106	102	-27
CCOC(=O)c1ccccc1NS(=O)(=O)c1ccccc1	0.5	0	0	2	100	-2	-5	-1	102	96	-1
COc1ccc(NC2CC(=O)N(c3cc([N+](=O)[O-])ccc3C)C2=O)cc1 (stereo unspecified)	0.3	-3	-9	3	99	-2	3	-8	100	99	-1
COc1ccc(N=C2NC(=O)/C(=C\C=C\c3ccccc3)S2)cc1	-0.3	0	0	0	88	0	-1	5	82	87	0
CCCCNC(=O)c1ccc(NC(C)=O)c(Cl)c1	0.9	-3	-2	5	101	-2	-2	-1	99	104	-3
COc1ccc(N2C(=O)CC(Sc3ccccc3C(=O)O)C2=O)c([N+](=O)[O-])c1 (stereo unspecified)	1.1	0	0	2	101	-3	-2	9	99	97	-1
Cc1ccc(C(c2nnnn2CC2CCCO2)N2CCN(C)CC2)cc1 (stereo unspecified)	-0.2	0	-2	2	98	0	-2	-5	100	93	0
COC(=O)/C=C1/N/C(=N\c2nc(C)cc(C)n2)N(c2ccc(Cl)cc2)C1=O	0.9	-2	-2	20	101	-4	-3	0	104	105	0
CCCC(=O)Nc1ccc(Cl)c(NC(=O)c2cccc(OC)c2)c1	1.1	1	-1	21	95	-6	0	-3	96	95	-1
COC(=O)C(c1cc(OC)c(O)c(OC)c1)(N1CCNC(C)C1)C(F)(F)F (stereo unspecified)	0.0	3	-4	-1	102	3	0	-8	101	98	-2
COc1ccc(OCCOC(=O)c2nc3nccc(C)n3n2)cc1	0.5	0	0	2	92	-2	-2	-2	94	89	-2

A few values from the list:
`CCCC(=O)Nc1ccc(Cl)c(NC(=O)c2cccc(OC)c2)c1` in Bim-Bcl-XL is entered as -6
`CCOC(=O)c1ccccc1NS(=O)(=O)c1ccccc1` in ABCB1 block is entered as 0.5
`COC(=O)C(c1cc(OC)c(O)c(OC)c1)(N1CCNC(C)C1)C(F)(F)F` (stereo unspecified) in Bim-Bcl-W is entered as 3
`CC(C)COC(=O)c1cccc2c1-c1ccccc1/C2=N\O` in ABCB1 block is entered as -0.5

Next part.
SMILES	ABCB1 block	Bim-Bcl-W	Bim-Bcl-B	ABCG2 inh	RGS4-Gao reg	Bim-Bcl-XL	Bim-Mcl-1	Bfl-1 Bim block	RGS8-Gao reg	RGS7-Gao	Bim-Bcl-2
Cc1nnc(-c2cnn(C)c2N)n1CCCN1CCOCC1	0.6	0	-4	2	100	-2	-4	-8	102	?	-2
CN(C)C(=S)c1ccc2ccccc2n1	2.7	0	0	9	110	0	0	0	110	106	0
CCc1cc2cc3c(cc2nc1SCC(=O)OC(C)C)OCO3	0.1	-1	-4	8	97	-2	-2	-1	99	99	0
O=C(O/N=C\c1ccc(N2CCCCC2)c([N+](=O)[O-])c1)c1c(F)cccc1F	0.3	2	-7	7	104	-5	-1	-10	102	98	-11
CCCc1cc(=O)[nH]c(SCc2ccccc2Cl)n1	0.4	0	-13	3	108	-4	-4	-16	105	106	-11
CCOC(=O)/C=C/C(=O)Nc1ccc(Oc2ccccc2)cc1	0.4	-2	-4	4	99	-2	-3	-6	102	100	3
Cn1nnnc1SCC(=O)NCc1cccc(C(=O)O)c1	0.2	-2	-5	1	99	1	2	-6	99	95	-4
Cc1ccc(-c2cc(C(F)(F)F)c(C#N)c(SCCC#N)n2)o1	0.1	2	1	1	99	4	0	12	99	98	-1
O=C(Cn1c(=O)sc2ccccc21)Nc1ccccc1C(=O)O	0.6	2	2	1	101	-3	-1	9	98	98	6
CC(C)N(C(=O)C1CC(=O)OC12CCCCC2)C(C)C (stereo unspecified)	0.3	-3	-1	1	93	-1	-1	0	101	91	-3
C=CCNC(=O)c1ccc(Cn2c(=S)[nH]c3cc4c(cc3c2=O)OCO4)cc1	0.7	-4	-25	2	101	-3	-4	2	100	107	-3
CS(=O)(=O)c1cc([N+](=O)[O-])c(Sc2nc3ccccc3[nH]2)c([N+](=O)[O-])c1	0.8	7	0	6	101	9	2	19	75	86	14
CCOc1ccc(-n2nnnc2SCC(=O)c2ccccc2)cc1	-6.9	1	-7	-9	99	-4	-1	-9	99	102	-8
Cc1ccc2[nH]c(O)c(N=NC(=O)C(C)n3cnc4ccccc4c3=O)c2c1 (stereo unspecified)	1.9	-6	-6	4	105	-5	-3	-9	101	99	-5
CC(C)Oc1ccc(CC(=O)NNC(=S)Nc2ccc(Br)cc2)cc1	-0.6	-2	-8	0	99	-4	-2	-1	99	101	2
C=CCN1C(=O)CN=C1Nc1ccc(F)cc1	1.4	-3	-6	2	97	-3	-4	-7	101	100	-5
CCn1c2ccccc2c2cc(NC(=O)CSc3nnc(-c4cccc(Cl)c4)o3)ccc21	-1.0	1	0	-4	89	0	-4	-1	99	93	-1
Cc1ccsc1C(=O)N/N=C/c1ccc2c(c1)OCO2	0.6	-8	-15	11	93	-11	-6	2	95	95	-8
CCN(CC)S(=O)(=O)c1ccc(NC(=O)c2cc(-c3cccs3)nc3ccccc23)cc1	-0.2	-2	-3	1	106	-3	0	0	105	106	0
CCc1oc2ccccc2c1C(=O)c1cc(Br)c(O)c(Br)c1	-0.1	-1	-3	0	100&99	-2	-4	-2	99&101	?	2

2 entries picked at random from the list so far, as already listed:
SMILES	ABCB1 block	Bim-Bcl-W	Bim-Bcl-B	ABCG2 inh	RGS4-Gao reg	Bim-Bcl-XL	Bim-Mcl-1	Bfl-1 Bim block	RGS8-Gao reg	RGS7-Gao	Bim-Bcl-2
CCCCNC(=O)c1ccc(NC(C)=O)c(Cl)c1	0.9	-3	-2	5	101	-2	-2	-1	99	104	-3
Cc1ccc(-c2cc(C(F)(F)F)c(C#N)c(SCCC#N)n2)o1	0.1	2	1	1	99	4	0	12	99	98	-1

Remaining list, next part
SMILES	ABCB1 block	Bim-Bcl-W	Bim-Bcl-B	ABCG2 inh	RGS4-Gao reg	Bim-Bcl-XL	Bim-Mcl-1	Bfl-1 Bim block	RGS8-Gao reg	RGS7-Gao	Bim-Bcl-2
CCN(N=Nc1cccc([N+](=O)[O-])c1)c1cccc([N+](=O)[O-])c1	0.5	0	-1	5	92	-1	0	-6	98	94	-9
CCCCCCCCSc1nnc(-c2ccc(OC)cc2)o1	0.1	2	-12	1	106	-5	-5	-8	104	102	-13
O=C(NCc1ccccc1)c1ccccc1C(=O)c1ncc[nH]1	0.3	2	0	3	97	1	1	-4	100	99	-3
CC(C(=O)Nc1ccccc1Oc1ccccc1)c1ccccc1 (stereo unspecified)	1.2	-2	0	23	106	-5	-2	-2	106	102	-3
O=C(c1cc(F)ccc1F)C1CCCN(C(=O)c2ccc(F)cc2Cl)C1 (stereo unspecified)	2.6	-5	-11	5	100	-7	-2	-5	99	99	-2
Cc1ccc(S(=O)(=O)c2cc3cc(Br)ccc3oc2=O)cc1	0.6	0	-5	24	102	-4	-1	-1	102	101	-2
CCCS(=O)(=O)N1CCC(C(=O)N2CCCC2)CC1	0.2	-2	-2	1	100	-1	-4	0	102	99	-2
COC(=O)c1ccccc1NC(=O)c1cc(C2CC2)on1	0.8	0	-9	5	100	-5	0	-10	100	99	-8
O=C(CNC(=S)N(CCCN1CCOCC1)Cc1cccs1)NC1CCCC1	2.3	0	-9	2	102	-4	-1	-6	99	?	-5
O=[N+]([O-])c1ccc(S(=O)(=O)CC2CSc3nc4ccccc4n32)cc1 (stereo unspecified)	1.1	-1	-1	5	101	-2	-1	-3	102	99	-2
Cc1cccc(C(=O)N[C@H](C(=O)OCC(=O)NC2CCS(=O)(=O)C2)C(C)C)c1 (stereo partly specified)	0.3	-2	-7	11	90	-5	0	0	96	92	-1
CC(=O)Nc1ccc(S(=O)(=O)Oc2ccc(C(=S)N3CCCCC3)cc2)cc1	-0.1	-3	-2	-1	102	0	1	-1	96	101	-1
C=CCn1cc(F)c(=O)n(CC=C)c1=O	2.1	-2	-6	13	102	-3	0	-6	100	100	-2
CCCCNC(=O)c1ccc2c(c1)ncn2C1CCCCC1	0.6	0	-2	6	101	-4	0	-8	100	103	1
CCOC(=O)c1ccc(-n2ccnc2)c(NC(=O)c2ccc(C(C)(C)C)cc2)c1	-0.3	-11	-8	0	100	-16	-22	-3	100	103	-5
O=C(CCCCCn1c(=S)[nH]c2ccc(N3CCOCC3)cc2c1=O)NCc1ccccc1	-0.6	-1	-21	-6	108	-2	-4	5	101	122	2
CC(C)N(C(=O)/C=C/c1cccc([N+](=O)[O-])c1)C(C)C	0.5	0	-10	2	103	-1	-1	-2	102	106	-2
Cc1cccc(C)c1N1CCN(C(=O)Cn2cncn2)CC1	0.4	-2	-2	4	100	-5	-2	-2	98	?	-4
COc1ccccc1NC(=O)C1CCCN(c2nc(C)cc(C)n2)C1 (stereo unspecified)	0.8	3	2	11	104	2	7	8	100	104	7
CC(NC(=O)c1cccc(S(=O)(=O)N(C)C)c1)c1nc2ccccc2[nH]1 (stereo unspecified)	0.5	2	7	6	93	3	9	7	97	?	3
O=C(/C=C/c1cccc(O)c1)c1cccnc1	0.8	-2	-9	15	101	-2	-8	-3	102	100	-1
CC(c1ccccc1F)n1cc(C(=O)NCCCn2ccnc2)nn1 (stereo unspecified)	-0.1	-2	-2	-1	102	-3	0	0	102	99	0
O=C(NC1CCCCC1)C(c1cccs1)N(C(=O)c1ccco1)c1ccc2c(c1)OCCO2 (stereo unspecified)	1.9	-5	-6	3	109	-7	-5	0	106	108	-2
CCOc1ccc(/C=C2/SC(=S)N(n3c(C)ccc3C)C2=O)cc1	-0.8	2	-6	16	104	-8	-2	-11	103	107	-7
CCCNC(=O)CSc1nnc(-c2ccc(F)cc2)o1	0.1	3	0	2	104	2	1	-3	102	108	-1
O=C(NC1CCCCC1)C(c1ccc2ncccc2c1)N(Cc1ccccc1)C(=O)c1cccs1 (stereo unspecified)	3.5	-2	-2	5	96	-2	1	0	99	93	-3
CCOC(=O)CC(=O)CSc1nc(C)cc(C)c1C#N	0.2	0	-6	2	98	-2	-1	-12	99	97	-10
